High-throughput results: PubChem BioAssay, several laboratories
BCLXL inh: inhibitors of human Bcl-xL, primary screen, biochemical, fluorescence polarization, HTS; GST-Bcl-xL / FITC-Bim BH3 peptide fluorescence polarization; Bcl-2-like protein 1 (Homo sapiens), Q07817; hit rate 0.7% among 320,000; AID 2129, 2009; inhibition, % at 10.9 µM;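 active = inhibition above the mean of all tested compounds plus 3 SD, cutoff set per campaign, cut at about 30% in these data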;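 note: 0% = DMSO wells and 100% = unlabeled Bim-BH3 peptide competitor; inhibitors lower millipolarization by displacing the labeled peptide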
AHR act: AHR activators, primary screen, cell-based, luminescence, luciferase reporter, human; AHR-responsive luciferase reporter cells; activation, % at 5 µM; hit rate 2.5% among 320,000; AID 2796, 2010; in the data active = activation above about 47%;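 note: 0% = vehicle wells and 100% = reference agonist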
MEX-5 binding: MEX-5 zinc finger RNA-binding disruptors – biochemical, C. elegans, fluorescence polarization, MLPCN library, primary screen | Zinc finger protein mex-5 (Caenorhabditis elegans), Q9XUB2 | MEX-5/FITC-TCR2 RNA binding; hits give low values | activity score (negative = inhibition of binding), % at 10 µM | hit rate 0.38% among 300,000 | AID 1832, 2009;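 active = inhibition past about -25% in most replicates, and total fluorescence under double the plate's negative control median, limit read from the data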;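 note: 0% = DMSO and -100% = 5 µM competing unlabeled TCR2 RNA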
Target sequence (Q9XUB2 whole entry, looked up): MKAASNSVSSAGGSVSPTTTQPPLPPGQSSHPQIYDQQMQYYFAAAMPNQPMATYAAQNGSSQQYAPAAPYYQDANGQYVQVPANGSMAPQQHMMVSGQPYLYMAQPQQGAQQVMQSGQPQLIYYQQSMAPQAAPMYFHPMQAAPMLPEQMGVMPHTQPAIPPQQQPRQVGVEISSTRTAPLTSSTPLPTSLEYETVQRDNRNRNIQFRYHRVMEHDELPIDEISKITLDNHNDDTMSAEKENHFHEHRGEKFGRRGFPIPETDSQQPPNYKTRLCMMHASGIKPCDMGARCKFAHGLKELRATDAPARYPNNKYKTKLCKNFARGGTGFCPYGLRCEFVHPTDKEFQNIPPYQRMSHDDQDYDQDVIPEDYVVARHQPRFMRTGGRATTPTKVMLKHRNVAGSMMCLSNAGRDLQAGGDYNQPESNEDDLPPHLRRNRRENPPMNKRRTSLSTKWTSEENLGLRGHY
pPAFAH inh: pPAFAH enzyme inhibitors, primary screen, biochemical, fluorescence polarization, human; Platelet-activating factor acetylhydrolase (Homo sapiens), Q13093; recombinant pPAFAH, FP-rhodamine probe fluorescence polarization; hit rate 1.5% among 330,000; inhibition, % at 3.39 µM;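 active = inhibition above the mean inhibition across the screen plus 3 SD, cut at about 25% in these data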;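 note: inhibitors block binding of the rhodamine activity-based probe so polarization drops; 0% = enzyme with DMSO and 100% = wells lacking pPAFAH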
Fam108B counter: mouse Fam108B serine hydrolase inhibitors, primary screen, counter-screen for RBBP9 inhibitor project, biochemical, fluorescence polarization. inhibition, % at 9.51 µM. AID 1947, 2009. recombinant Fam108B, FP-Rh probe fluorescence polarization. hit rate 0.33% among 300,000;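 active = inhibition above the screen mean inhibition plus 3 SD, computed separately per campaign, cut at about 18% in these data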;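 note: inhibitors lower polarization as less probe binds the enzyme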
MCL1-BIM inh: inhibitors of MCL1 binding to BIM-BH3, primary screen, biochemical, fluorescence polarization | hit rate 0.68% among 320,000 | inhibition, % at 10.9 µM | GST-MCL1 / FITC-Bim-BH3 fluorescence polarization | Induced myeloid leukemia cell differentiation protein Mcl-1 (Homo sapiens), Q07820;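 active = inhibition above the mean inhibition of all tested compounds plus 3 SD, set per campaign, cut at about 40% in these data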;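 note: 0% = DMSO wells and 100% = unlabeled Bim-BH3 peptide control; higher means more loss of mP so more displacement of Bim peptide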
Target sequence (Q07820 whole entry, looked up): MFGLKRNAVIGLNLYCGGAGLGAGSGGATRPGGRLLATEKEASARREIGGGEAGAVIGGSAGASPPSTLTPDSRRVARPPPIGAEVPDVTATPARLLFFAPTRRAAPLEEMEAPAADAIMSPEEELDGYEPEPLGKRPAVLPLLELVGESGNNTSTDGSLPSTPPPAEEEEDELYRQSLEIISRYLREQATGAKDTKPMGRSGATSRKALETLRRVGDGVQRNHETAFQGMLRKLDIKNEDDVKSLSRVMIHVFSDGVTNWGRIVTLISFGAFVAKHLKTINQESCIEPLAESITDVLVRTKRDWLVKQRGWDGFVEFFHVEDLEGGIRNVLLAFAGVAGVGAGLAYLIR
PAFAH1B2 FP inh: PAFAH1B2 enzyme inhibitors, primary screen, biochemical, fluorescence polarization, human; Platelet-activating factor acetylhydrolase IB subunit alpha2 (Homo sapiens), P68402; recombinant PAFAH1B2, FP-rhodamine activity probe; inhibition, % at 3.39 µM; hit rate 1.2% among 340,000; AID 492953, 2010;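 active = inhibition above the mean of all tested compounds plus 3 SD, cut at about 24% in these data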;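 note: 0% = enzyme with DMSO and 100% = wells lacking PAFAH1B2; many of its hits are not listed in these tables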
Target sequence (P68402 whole entry, looked up): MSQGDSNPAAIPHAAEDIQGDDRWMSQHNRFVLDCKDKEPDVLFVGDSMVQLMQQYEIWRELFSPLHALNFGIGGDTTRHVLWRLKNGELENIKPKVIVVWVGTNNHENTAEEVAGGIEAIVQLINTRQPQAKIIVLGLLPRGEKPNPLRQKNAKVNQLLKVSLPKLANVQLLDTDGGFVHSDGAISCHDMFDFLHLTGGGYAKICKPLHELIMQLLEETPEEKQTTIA
GLD-1 RNA inh: GLD-1/TGE RNA complex disruptors, primary screen, biochemical, fluorescence polarization; hit rate 0.44% among 320,000; purified GLD-1 + fluorescein TGE RNA; inhibition, % at 5.96 µM;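 active = percent inhibition above a per-plate cutoff, the plate mean of test compounds plus 3 SD, cut at about 30% in these data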;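 note: 0% = DMSO wells with GLD-1 and probe and 100% = wells lacking GLD-1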
PME-1 primary: PME-1 inhibitors via competitive probe labeling, primary screen, biochemical, fluorescence polarization, FP-Rh probe, HTS | hit rate 0.53% among 320,000 | inhibition, % at 5.9 µM | AID 2130, 2009 | Protein phosphatase methylesterase 1 (Homo sapiens), Q9Y570 | recombinant PME-1;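 active = inhibition above the campaign mean of all compounds plus 3 SD, cut at about 26% in these data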;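 note: competitive labeling of PME-1 active site by serine hydrolase directed probe; 0% = PME-1 with DMSO and 100% = wells lacking PME-1 enzyme; inhibitors block probe labeling so polarization falls and inhibition rises; many of its hits are not listed in these tables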
Numbers without * were called inactive; · = no result given.

SMILES	BCLXL inh	AHR act	MEX-5 binding	pPAFAH inh	Fam108B counter	MCL1-BIM inh	PAFAH1B2 FP inh	GLD-1 RNA inh	PME-1 primary
Clc1ccc2[nH]cc(-c3nnnn3-c3ccccc3)c2c1	1	-6	0.8	4	1	2	2	-1	0
O=C(COC(=O)C(O)c1ccccc1)NC12CC3CC(CC(C3)C1)C2 (stereo unspecified)	-4	-2	-1.0	8	0	-3	12	-2	1
Cc1[nH]nc(SCC(=O)NC2CCCCC2)c1[N+](=O)[O-]	1	3	-1.6	0	0	-7	10	2	-1
O=C(c1n[nH]c2ccccc12)N1CCN(S(=O)(=O)c2ccccc2)CC1	1	0	·	-1	·	-2	1	-1	7
Cc1c(C)c2ccc(OCC(=O)N3CC[C@@]4(O)CCCC[C@H]4C3)cc2oc1=O	2	1	0.3	7	0	-1	3	4	3
CCC(c1nnnn1C(C)(C)C)N(Cc1ccco1)Cc1cc2cccc(C)c2[nH]c1=O (stereo unspecified)	3	20	1.3	5	-1	-1	1	-4	8
O=C(CSc1ncc(-c2ccccc2)n1-c1ccccc1)NCc1ccco1	-2	-1	-2.0	7	-3	0	24	-7	9
CCCCN(C(=O)c1ccc(Br)o1)C1CCS(=O)(=O)C1 (stereo unspecified)	5	0	-2.9	-2	-2	9	-1	-12	-4
CCCNC(=O)c1oc2ccc3c(c2c1C)C=CC(C)(C)O3	-4	27	-1.1	7	0	-6	1	-2	-8
CNC(=S)NCC(O)c1ccc([N+](=O)[O-])cc1 (stereo unspecified)	5	0	-2.0	1	0	4	-3	-5	4
O=C(O)c1ccc(-c2cccc([N+](=O)[O-])c2)o1	9	0	0.6	5	3	2	3	1	4
CCn1c2nc(SCCN3CCOCC3)nnc2c2cc(C)cc(C)c21	12	13	-2.0	4	2	3	9	5	-5
Cc1c(NC(=O)OCc2ccccc2)c(=O)n(-c2ccccc2)n1C	5	1	0.9	-2	-2	6	5	-2	-3
COc1ccc(CC(=O)O/N=C(\N)Cc2ccc([N+](=O)[O-])cc2)cc1	-2	3	0.9	5	-1	-4	9	3	-4
O=C(N/N=C/c1c(Cl)cccc1Cl)c1n[nH]c2c1CCCC2	2	13	2.0	0	0	6	-2	-10	-2
Cc1cc(C)nc(NC(=O)CSc2ccccn2)n1	1	5	0.2	-4	0	1	11	-4	-8
COCc1cc(C2C(C(=O)c3ccco3)=C(O)C(=O)N2CCOCCO)ccc1O (stereo unspecified)	6	1	-0.8	0	1	7	7	-22	-3
CN1C(=O)C(O)(CC(=O)/C=C/C=C/c2ccccc2)c2ccccc21 (stereo unspecified)	2	1	1.9	3	0	-3	5	1	1
CCOc1ccc(NC2c3ccccc3C(=O)N2Cc2ccco2)cc1 (stereo unspecified)	4	2	-2.6	7	-6	8	-5	7	0
CCOc1ccc(N=c2scc(-c3ccc(OC)cc3)n2CCO)cc1	3	2	-0.8	12	3	5	5	-6	5
CCOC(=O)c1ccc(NC(=S)N2CCSC2c2ccc(OC)cc2)cc1 (stereo unspecified)	2	-1	-0.4	-6	-3	4	-2	-1	-11
O=C(Nc1ccccc1)c1ccc2c(c1)OCO2	1	18	1.5	5	-4	2	0	6	2
CSCCC(NS(=O)(=O)c1ccc(C)cc1)C(=O)NC1CCCCC1 (stereo unspecified)	1	-2	0.2	3	-1	4	8	-11	1
CC(C)CN1CN(Cc2ccco2)CNC1=S	4	-1	0.6	3	4	3	6	-3	-1
CCCCn1c(N)c(N(CC(C)C)C(=O)CCCc2cccs2)c(=O)[nH]c1=O	-2	5	1.1	1	7	1	0	3	1

Later entries
SMILES	BCLXL inh	AHR act	MEX-5 binding	pPAFAH inh	Fam108B counter	MCL1-BIM inh	PAFAH1B2 FP inh	GLD-1 RNA inh	PME-1 primary
CC1=NOC(=O)/C1=C\c1ccc(-c2ccc(Br)cc2C(=O)O)o1	4	1	-6.0	9	3	2	-1	-12	2
COc1cc(NC(=O)c2cccnc2)ccc1-c1cc2ccccc2oc1=O	-5	-1	-3.0	1	-7	-6	·	-3	-6
CC(=O)Nc1ccc(NC(=O)CCOc2ccccc2C)cc1	3	-2	-0.4	5	-3	3	2	2	-1
O=C(CN1CCN(Cc2ccccc2)CC1)N1N=CCC1c1ccccc1 (stereo unspecified)	3	1	3.6	4	1	7	2	3	4
Cc1onc(-c2c(Cl)cccc2Cl)c1C(=O)Nc1nccs1	4	5	0.2	-4	2	9	5	7	-11
O=C(Nc1ncc(Cc2ccccc2)s1)c1cccs1	3	11	0.5	3	-13	3	20	-1	-6
COCCN(C(=O)COC(=O)CCOc1cccc(C)c1)c1c(N)n(Cc2ccccc2)c(=O)[nH]c1=O	-1	1	-2.5	0	-2	-6	1	6	0
O=C(NCC(O)c1ccc([N+](=O)[O-])cc1)c1cccc(S(=O)(=O)N2CCOCC2)c1 (stereo unspecified)	3	7	-2.5	1	3	-4	4	6	3
O=C(NCC(O)CO)c1csc(Nc2cccc3ccccc23)n1 (stereo unspecified)	4	20	-0.6	9	6	6	2	9	-1
CC[C@@H]1CC=C[C@H]2[C@H]1C(=O)N(Cc1ccccc1)[C@H]2c1ccc(C(F)(F)F)cc1	2	2	3.9	0	2	-3	-1	0	4
COc1ccc(C(=O)Nc2ccccc2-c2nnn(CC(=O)N3CCOCC3)n2)cc1	-1	-4	-4.0	2	-2	-1	-2	3	-9
O=C(C1CCN(C2CC(=O)N(c3cccc(Cl)c3)C2=O)CC1)N1CCCCCC1 (stereo unspecified)	11	-1	2.2	3	-1	3	-1	1	-4
O=C(/C=C/c1ccc(Cl)c(Cl)c1)NC1=NCCS1	1	12	-2.1	1	0	3	7	2	3
O=[N+]([O-])c1nn(-c2ccccc2)n(O)c1=NCCc1ccccc1	7	7	-0.7	-4	-2	11	5	3	-5
Nc1ncnc2c1cnn2C1CCCCC1	16	3	-2.1	1	4	8	0	-1	-5
Cc1ccc(C2c3[nH]c4ccccc4c3C[C@H]3C(=O)N(c4ccccc4C(=O)N4CCC[C@@H]4C(=O)O)C(=O)N23)cc1 (stereo partly specified)	19	11	-3.4	7	2	15	2	17	0
O=C(COc1ccc(Cl)cc1Cl)N/N=C/CCc1ccccc1	4	1	-1.0	0	-2	3	4	-1	1
COc1ccc(-n2ncc3c2CC(C)(C)CC3NC(=O)c2ccoc2C)cc1 (stereo unspecified)	6	0	2.1	1	0	2	6	3	2
CC1CN(C(=O)c2c(Br)cnn2C)CC(C)O1 (stereo unspecified)	7	1	-3.2	3	-1	-2	0	1	-2
Cc1nc(-n2nnc(CO)c2CO)nc2c1CCC2	1	-1	-0.4	16	4	-3	-1	9	-4
CC(Nc1ccc2c(c1)OCCO2)C(=O)N1c2ccccc2CC1C (stereo unspecified)	5	5	-1.8	5	1	4	-3	1	2
CN(C)Cc1c(O)ccc2c(-c3ccccc3)cc(=O)oc12	6	0	-2.0	5	6	-1	6	0	2
CC[C@@]1(C(=O)OC)N[C@H](CN(C)C(=O)Nc2ccc(Cl)cc2)[C@@H]2C(=O)N(Cc3ccccc3)C(=O)[C@@H]21	·	1	·	1	·	·	7	4	·
COc1ccc(F)c(CN2CCCC(CO)(Cc3cccc(Cl)c3)C2)c1 (stereo unspecified)	1	1	2.6	0	1	7	3	1	1
Cc1ccc(NC(=S)/C(=C(\[O-])c2ccc(F)cc2)[n+]2ccccc2)cc1	8	11	-1.0	7	9	0	-1	0	1

(further entries)
SMILES	BCLXL inh	AHR act	MEX-5 binding	pPAFAH inh	Fam108B counter	MCL1-BIM inh	PAFAH1B2 FP inh	GLD-1 RNA inh	PME-1 primary
CCN(CC)C(=O)c1c2c(nc3ccccc13)-c1ccccc1CC2	6	17	0.6	1	4	12	4	-3	3
CC(C)(C)OC(=O)C[C@H]1C/C=C\C[C@H](CC(=O)NCCO)C(=O)NC[C@H](c2ccccc2)OC1=O	·	0	·	0	·	·	4	5	·
C=C(C)COc1ccc2c(C)c(CCC(=O)NC3CC3)c(=O)oc2c1	6	-2	2.4	6	0	0	4	-6	-5
COc1ccc2c(c1OC)C(=O)N1C2SC[C@H]1C(=O)NC1CC1 (stereo partly specified)	6	-1	-0.9	4	5	10	-2	2	-1
O=[N+]([O-])c1ccc(Oc2ccc(F)cc2)c2ccncc12	-1	2	-4.2	8	-3	2	2	3	4
Cc1noc(C)c1COc1cccc(C(=O)Nc2ccccc2)c1	-1	-6	·	-2	·	-2	3	-5	3
Cc1cc(-c2ccc(/C=N/n3cnnc3)o2)ccc1Cl	-1	9	-2.2	3	-1	2	12	0	3
O=C(Nc1ccc(Cl)cn1)c1cccc2c(Br)cccc12	2	74*	-0.1	-11	-1	0	0	-4	-9
CC(C)NC(=S)Nc1ccc(Oc2ccccc2)cc1	5	1	-0.5	7	7	14	0	-1	2
CCOC(=O)c1c(NC(=O)c2ccc(C)cc2)sc2c1CC(C)(C)NC2(C)C	-7	-2	0.4	1	-1	5	·	3	-3
CC(Nc1ccc(N2CCOCC2)cc1)C(=O)N1c2ccccc2CC1C (stereo unspecified)	19	13	1.8	13	3	25	4	3	0
O=C(Cn1cc([N+](=O)[O-])cn1)NCc1cc2ccccc2[nH]1	5	16	-1.7	1	0	9	10	5	-1
O=C(CCC(=O)c1ccc(F)cc1)OCc1nnc(-c2ccc([N+](=O)[O-])cc2)o1	-6	-2	·	6	·	-3	4	2	6
CCCCCn1c(N)c(-c2nc3ccccc3s2)c2c([N+](=O)[O-])nn(C)c(=O)c21	0	5	-1.1	-3	0	6	-1	3	-6
O=[N+]([O-])c1ccc(N/N=C/c2cccnc2)cc1	-8	-3	0.8	5	5	-12	9	2	7
CCc1ccc(CNC(=O)CN2C(=O)COc3ccccc32)cc1	-3	0	-0.1	7	1	2	6	0	2
COC(=O)CN1C(=O)N/C(=C/c2ccccc2OC)C1=O	1	4	2.1	5	2	4	0	-5	0
O=C(CN(CC1CCCO1)C(=O)CNS(=O)(=O)c1ccc(Cl)cc1)NCc1ccco1 (stereo unspecified)	-6	-3	1.5	4	-1	-2	16	3	0
Cc1cccc(NS(=O)(=O)c2ccc(C)c(C(=O)NCC(c3ccccc3)N(C)C)c2)c1 (stereo unspecified)	-1	-2	·	13	·	2	7	-4	7
O=C(c1ccc2c(=O)n(Cc3ccccc3Cl)c(=S)[nH]c2c1)N1CCOCC1	-7	0	1.0	-1	-4	2	7	3	-3
CCOC1CS(=O)(=O)CC1OCC (stereo unspecified)	5	2	1.7	4	1	7	4	-1	5
Cc1nn(-c2ccccc2)c2nc(-c3ccncc3)cc(C(=O)NCc3ccco3)c12	0	65*	-0.6	1	-8	1	2	-2	-19

Not all compounds are listed, so the mix of outcomes need not match the whole.
